S3 lipid droplet: qHTS Assay for Lipid Storage Modulators in Drosophila S3 Cells; 0.64% of 320,000 active; Drosophila S3 cells, BODIPY lipid droplet fluorescence, 18-24 h; cells fed with added oleic acid; Potency in µM for hits, for the others lipid storage change, negative = inhibition, % at the top dose, mostly 46.1 µM; active = well fitted inhibition curve with a large enough effect in the signal ratio, with a control signal flat, not every such curve was filed as active; inconclusive = small, poorly fitted or top-dose-only effect, or effect the other way, or a change in a side signal; the % refers to the signal ratio
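Laser-scanning cytometry quantifies lipid droplet accumulation (500–530 nm total intensity; droplet/cell object ratio) in oleic acid-fed (400 uM added) Drosophila S3 cells treated with a concentration series. 20 uM Triacsin C defined 100% inhibition.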
S3 lipid droplet cell count max: further read-out of S3 lipid droplet, marked with its call; cell number change, %; measured here: cell count max response;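 cells counted by Cell Tracker Red CMTPX staining in the red channel; peak over a dose series mostly up to 46.1 µM; percent activity relative to internal control wells on each plate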
* marks the source's active call; other numbers are inactive results; i = inactive; u = inconclusive; x = no result given; [ ] = another dose, or the depositor's remark. % is set by controls: 0 for no effect and ±100 for the full control effect; potency is the fitted concentration of half-maximal effect.

SMILES	S3 lipid droplet	S3 lipid droplet cell count max
COc1cc(/C=C(\C#N)C(N)=O)ccc1OS(=O)(=O)c1ccc(C)cc1	u	x
CCN1CCN(CCC(=O)Nc2ccc3c(c2)OCO3)CC1	2%	2
Cc1cc(Cn2nc(-c3ccccc3)cc2C(=O)NCc2cccc(Br)c2)on1	u	x
N#Cc1ccccc1OCC(=O)N1CCc2ccccc2C1	i	x
CCN(CC(=O)NCc1cccs1)C(=O)c1ccccc1Cl	u	x
Cc1cccc(C(OC(=O)c2ccco2)C(=O)NCc2ccccc2)n1 (stereo not given)	6%	4
COc1ccc(/C=N/N2CCOCC2)cc1O	i	-1
Cc1ccc(C(=O)Nc2cccc(NC(=O)c3cccnc3)c2)cc1	i	14
COC(=O)c1cc(-c2ccc(OC)c(OC)c2)c2c(=O)[nH]c(=O)n(C)c2n1	2%	x
CCOC(=O)CSc1nc2cc(C(=O)N3CCCC3)ccc2c(=O)n1Cc1ccccc1	u	x
CCOCCCN1CC(C(=O)NCCc2ccc(C)cc2)CC1=O (stereo not given)	u	x
CC(=O)Nc1ccc(/C=N/OCC(=O)Nc2ccc(C)cc2)cc1	21%	3
Cc1ccccc1C(=O)Oc1ccc(Sc2ccc(O)cc2)cc1	u	x
Cc1ccc(CNC(=O)CCC2CCCN(Cc3cccc4cccnc34)C2)o1 (stereo not given)	16%	15
Cc1ccccc1N/N=C/c1ccc(C#N)cc1	u	x
COc1cccc(NC(=O)CNC(=O)Cn2cnc3sc4c(c3c2=O)CCCC4)c1	u	x
COc1ccc(/C=N/NC(=O)c2cccc(NC(C)=O)c2)c(OC)c1	-1%	0
COc1ccccc1NC(=S)NC(=O)Cc1ccc(Cl)cc1	u	x
CCOC(=O)CN(C(=O)CNC(=O)c1ccco1)C(C(=O)NC1CCCC1)c1ccccc1OCC (stereo not given)	u	x
O=C(COC(=O)C1CCC(=O)N1)Nc1ccc(Cl)cc1Cl (stereo not given)	-3%	-17
C=CCNC(=S)Nc1ccc2nc(C)oc2c1	u	x
CCOc1ccccc1C1CC(c2ccc(Br)cc2)Nc2nc(N)nn21 (stereo not given)	6%	-2
COc1ccc(NC(=O)C2CCCN2S(=O)(=O)c2cccc3cccnc23)cc1OC (stereo not given)	u	x
Cc1ccc(-c2cc(C(=O)N(C)Cc3cnn(C)c3C)c3cc(Br)ccc3n2)cc1	u	x
COc1ccc(CN(C(=O)c2ccco2)c2ccc(Br)cc2)cc1OC	u	x
CN(C)CCN1C(=O)NC(C)(c2ccc([N+](=O)[O-])cc2)C1=O (stereo not given)	-10%	-2
Cn1c(N)c(C(=O)COC(=O)c2ccc(Cl)nc2)c(=O)n(C)c1=O	u	x
CC(C)(C)C(=O)/C=c1\[nH]c(=O)/c(=C\c2ccc(F)cc2)s1	u	x
COc1ccc(OC)c(C2=NOC(C(=O)NCc3cccnc3)C2)c1 (stereo not given)	i	x
C=CCOc1ccc(/C=C/C(=O)OCC(=O)N2CCC(c3ccccc3)=N2)cc1	u	x
CCOC(=O)c1c(NC(=O)CSc2nnc(-c3c[nH]c4ccccc34)n2CCOC)sc2c1CCCCC2	u	x
COc1cccc(N2C(=O)CC(Nc3ccc(N4CCOCC4)cc3)C2=O)c1 (stereo not given)	11%	3
CCOC(=O)c1cnc(-n2nc(C)cc2C)nc1Oc1ccc(C#N)cc1	-12%	-8
O=C(O)CCCNS(=O)(=O)c1ccc2c(c1)OCCCO2	5%	-1
CCCc1ccc(C(=O)NNc2ccccc2F)cc1	8%	0
COc1cc2[nH]c(=O)n(CCC(=O)N3CCN(Cc4ccccc4)CC3)c(=O)c2cc1OC	u	x
O=C(NC(=S)NCCN1CCOCC1)c1ccc(F)cc1	11%	-2
COc1ccc(NC(=O)CN(C)C(=O)c2ccc3c(c2)S(=O)(=O)N=C2CCCCCN23)cc1	u	x
COc1ccc(S(=O)(=O)NC(CC(=O)NCCc2ccc(OC)c(OC)c2)C(C)C)cc1 (stereo not given)	-13%[9.22 µM]	-11
Cc1cc(C)n(-c2ccc(C(=O)N3CCC(CO)(Cc4ccccc4)CC3)cc2)n1	u	x
CCOC(=O)N1CCN(c2c(NCc3ccc(N(C)C)cc3)c(=O)c2=O)CC1	u	x
COc1ccc(OCC(=O)N2CCN(c3cccc(C(F)(F)F)c3)CC2)cc1	u	x
Cc1ccccc1NC(=O)Cn1nnc(S(=O)(=O)c2ccc(C(C)(C)C)cc2)c1N	-1%	-3
CC(C)(C)c1cc(C(=O)N/N=C/c2ccco2)n[nH]1	4%	0
CCNC1=C(Cl)C(=O)c2ccccc2C1=O	u	x
COc1cccc(-c2cc3onc(-c4ccccc4)c3c(=O)n2C)c1	14%	17
COc1ccc(S(=O)(=O)N2CCCOC2CNC(=O)C(=O)NCCCN2CCOCC2)cc1C (stereo not given)	24%	x
Cc1ccc(S(=O)(=O)N/N=C/c2cc(Br)c(C)o2)cc1	i	-30
O=C(O)CCCC(=O)Nc1c(F)c(F)c(F)c(F)c1F	u	x
O=C1c2ccccc2C(=O)N1CC#CCN1CCN(C(c2ccccc2)c2ccccc2)CC1	u	x
COC(=O)c1cccc(NC(=O)CSc2nnc(COc3ccc(C#N)cc3)n2-c2ccccc2)c1	u	x
Cc1ccc(C)c(CN2CCC(n3nccc3NC(=O)C3CCCC3)CC2)c1	-15%	-8
COCCn1c(-c2ccccc2)csc1=Nc1cccnc1	i	x
CCCCn1c(=N)n(CC(=O)c2ccco2)c2ccccc21	-7%	x
O=C(/C=C/NNC(=O)c1ccccc1)c1ccccc1	u	x
Cn1nnnc1CCOCCc1nnnn1C	-4%	0
Cc1ccc(NC(=O)CSc2nc3c(cc2C#N)C(=O)CCC3)cc1S(=O)(=O)N(C)C	u	x
CCC(=O)N1c2ccc(S(=O)(=O)CCC(=O)Nc3nccs3)cc2CC1C (stereo not given)	6%	-9
COc1cccc(NC(=O)c2ccnc(N3CCC(C(=O)NCc4cc(OC)ccc4OC)CC3)c2)c1	191%	-19
COc1ccc(CSC2=CS(=O)(=O)c3ccccc3N2)cc1	u	x

(list continues)
SMILES	S3 lipid droplet	S3 lipid droplet cell count max
CCOC(=O)N1CCC(Nc2c(NCCN3CCN(Cc4ccccc4)CC3)c(=O)c2=O)CC1	u	x
Cc1ccc(C)c2[nH]c(=O)c(CN(CC3CCCO3)S(=O)(=O)c3ccc4c(c3)OCCO4)cc12 (stereo not given)	u	x
COCCCNC(=O)C1C2C=CC3(CN(Cc4ccc(C)cc4)C(=O)C13)O2 (stereo not given)	26%	-11
CC1(CCc2ccccc2)NC(=O)N(CC(=O)N2CCCCCC2)C1=O (stereo not given)	u	x
O=Cc1ccccc1-c1cn(CCCOCc2ccccc2)nn1	u	x
CC(C)CNC(=O)c1ccc(Cl)c(N)c1	u	x
COc1ccc(C2(CNC(=O)CCC(=O)O)CCCC2)cc1OC	u	x
COc1ccc(NC(=O)CC2SC(=NCC3CCCO3)NC2=O)c([N+](=O)[O-])c1 (stereo not given)	7%	16
CCOC(=O)c1cc(-c2ccccc2)nn1-c1ccccn1	u	x
Cc1cc(C)c[n+](-c2nc([O-])sc2C=O)c1	u	x
CC(C)(C)c1ccc(OCC(=O)O)cc1	u	x
CC(NC(=O)NNC(N)=S)(C(F)(F)F)C(F)(F)F	u	x
CCCCOC(=O)COc1ccc(Cl)cc1Cl	u	x
O=C(C1c2ccccc2Oc2ccccc21)N1CCN(c2ccc(Cl)cc2)CC1	-1%	-1
CCOC(=O)C1CCCN(c2ncnc3c2[nH]c2cccc(OC)c23)C1 (stereo not given)	u	x
CC1(C)CC2CC(C)(CN2CC(O)COc2ccccc2)C1 (stereo not given)	-8%	-17
Cc1ccc(S(=O)(=O)N2CC3(C)CN(S(=O)(=O)c4ccc(C)cc4)CC(C)(C2)C3=O)cc1	-14%	-12
O=C(Nc1ccc2ccccc2c1)/C(=C/c1cccc(Br)c1)NC(=O)c1ccco1	u	x
Cc1cc(=O)n2nc(N3CCCC(C(=O)NCCc4ccc(Cl)cc4)C3)sc2n1 (stereo not given)	u	x
COc1ccc(CN(C(=O)c2snc(C(N)=O)c2N)C(CC(C)C)C(=O)NC2CCCCC2)cc1 (stereo not given)	u	x
Cc1cc(Cl)ccc1OCC(=O)NNC(=O)c1ccco1	u	x
Cc1ccc(N=Cc2cc(Cl)cc(Cl)c2O)nc1	u	x
Cc1nn(CC(=O)NCCCN2CCCC2)c(=O)c2nn(-c3ccccc3)c(C)c12	u	x
COc1ccc(C(=O)Nc2ccc3oc(-c4cccc(Cl)c4)cc(=O)c3c2O)cc1	19%	-1
Cc1ccc(C(=O)N/N=C/c2cn(Cc3ccccc3)c3ccccc23)cn1	-16%	-11
N=c1sccn1CC(=O)N1CCc2ccccc21	u	x
Nc1ccc(C#Cc2ccccc2)cc1	27%	-6
CC(=O)Nc1nc(N(C)C)nc(N(C)C)n1	-5%	-8
O=C(c1ccccn1)c1ncc(C(F)(F)F)cc1Cl	u	x
Clc1ccc(OCc2nn3c(C4CCCCC4)nnc3s2)c(Cl)c1	u	x
Clc1nnc(N/N=C/c2ccccc2)c2ccccc12	u	x
Cc1ccc(S(=O)(=O)N2CCC(C(=O)NC3CCCCC3C)CC2)cc1 (stereo not given)	u	x
O=C(O)CCNC(=O)c1ccc(NC(=O)Cc2ccc(Cl)cc2)cc1	-3%	12
Cc1ccc(-c2cc(NC(=O)c3ccccc3[N+](=O)[O-])n[nH]2)cc1	94%	9
COc1ccc(NC(=O)c2ccc(NCCN3C(=O)CCC3=O)c([N+](=O)[O-])c2)cc1	u	x
Cn1c(Cn2c(=O)sc3ccccc32)nnc1SCc1ccccc1	3%	-15

17 entries from above, with values under each structure.
Sequence of screens: S3 lipid droplet	S3 lipid droplet cell count max
COc1ccc(CN(C(=O)c2snc(C(N)=O)c2N)C(CC(C)C)C(=O)NC2CCCCC2)cc1 (stereo not given)
 : u	x
Cc1cc(Cl)ccc1OCC(=O)NNC(=O)c1ccco1
 : u	x
Cc1ccc(N=Cc2cc(Cl)cc(Cl)c2O)nc1
 : u	x
Cc1nn(CC(=O)NCCCN2CCCC2)c(=O)c2nn(-c3ccccc3)c(C)c12
 : u	x
COc1ccc(C(=O)Nc2ccc3oc(-c4cccc(Cl)c4)cc(=O)c3c2O)cc1
 : 19%	-1
Cc1ccc(C(=O)N/N=C/c2cn(Cc3ccccc3)c3ccccc23)cn1
 : -16%	-11
N=c1sccn1CC(=O)N1CCc2ccccc21
 : u	x
Nc1ccc(C#Cc2ccccc2)cc1
 : 27%	-6
CC(=O)Nc1nc(N(C)C)nc(N(C)C)n1
 : -5%	-8
O=C(c1ccccn1)c1ncc(C(F)(F)F)cc1Cl
 : u	x
Clc1ccc(OCc2nn3c(C4CCCCC4)nnc3s2)c(Cl)c1
 : u	x
Clc1nnc(N/N=C/c2ccccc2)c2ccccc12
 : u	x
Cc1ccc(S(=O)(=O)N2CCC(C(=O)NC3CCCCC3C)CC2)cc1 (stereo not given)
 : u	x
O=C(O)CCNC(=O)c1ccc(NC(=O)Cc2ccc(Cl)cc2)cc1
 : -3%	12
Cc1ccc(-c2cc(NC(=O)c3ccccc3[N+](=O)[O-])n[nH]2)cc1
 : 94%	9
COc1ccc(NC(=O)c2ccc(NCCN3C(=O)CCC3=O)c([N+](=O)[O-])c2)cc1
 : u	x
Cn1c(Cn2c(=O)sc3ccccc32)nnc1SCc1ccccc1
 : 3%	-15

More entries follow.
SMILES	S3 lipid droplet	S3 lipid droplet cell count max
O=C(NCCN1CCOCC1)c1ccc(Cl)c(S(=O)(=O)N2CCCCC2)c1	u	x
Cc1cccc(C(=O)N[C@H](C(=O)Nc2cccc(S(=O)(=O)N3CCCC3)c2)C(C)C)c1	7%	0
Cc1ccc(Cl)cc1NC(=O)c1ccc(CSc2nnnn2C)cc1	u	x
COc1cc(-c2nnc(Cn3cc(C(F)(F)F)ccc3=O)o2)cc(OC)c1OC	u	x
Cc1ccsc1-c1nc(CN(C)C(C2CC2)C2CC2)c(C)o1	18%	12
O=C(Nc1ccc2c(c1)CCC2)c1cc(S(=O)(=O)Nc2ccc(F)cc2)c(Cl)cc1Cl	u	x
CCN1CCN(CCCNC(=O)c2ccc3c(c2)N(Cc2ccccc2)CCS3)CC1	i	-10
O=C(Cc1ccc(-n2c(=O)[nH]c3ccccc3c2=O)cc1)N1CCN(c2ccccc2)CC1	i	x
CNc1ccc(Br)cc1C(O)c1ccccc1 (stereo not given)	27%	18
O=c1cc(N2CCCC2)c(-c2ccccc2)n[nH]1	0%	11
O=C(Nc1ccc(N2CCOCC2)cc1)NC1CCCCC1	-16%	-15
Cc1cc(C)nc(-n2nc(C)c(Oc3ccccc3O)c2C)n1	u	x
O=c1[nH]c2ccsc2c(=O)n1CCO	-1%	13
CCOC(=O)c1ccc(-n2c(C)ccc2C)cc1	u	x
O=C(CCCSc1nc(-c2ccco2)cc(C(F)(F)F)n1)NCC1CCCO1 (stereo not given)	-2%	-16
Cc1ccc(S(=O)(=O)NCCC(=O)N2CCCCCCC2)cc1C	u	x
COc1ccc(-c2c(-c3cc(OC)c(OC)c(OC)c3)noc2C)cn1	u	x
CCOc1ccc(OCC(=O)OCC(=O)NNC(=O)c2ccc([N+](=O)[O-])cc2)cc1	u	x
c1ccc(-c2noc(CN3CCCC(OCc4ccccn4)C3)n2)cc1 (stereo not given)	24%	-3
CCN1C(=O)/C(=C2\Sc3ccccc3N2CC)OC1=S	21%	2
Cc1ccc(S(=O)(=O)N(C)C)cc1NC(=S)NC(C)CCC(C)C (stereo not given)	15%	x
CCN(CCCNC(=O)c1nn(C)c2c1CS(=O)(=O)c1ccccc1-2)Cc1ccccc1	u	x

Whole records from above. Values in the order: S3 lipid droplet | S3 lipid droplet cell count max
COc1ccc(-c2c(-c3cc(OC)c(OC)c(OC)c3)noc2C)cn1 as listed: u | x
CCOc1ccc(OCC(=O)OCC(=O)NNC(=O)c2ccc([N+](=O)[O-])cc2)cc1 as listed: u | x

Bioassay records as filed in PubChem BioAssay.

Only part of the results is shown; rates above refer to the full screens.
